# Lamin A splicing – qHTS Assay for Modulators of Lamin A Splicing | actives 0.01% (n = 200,000) | AID 1487, 2009 | Potency, µM (series often up to 46.1 µM), inactives show top-dose ratio change, negative = inhibition, hits mostly inhibitors | HeLa LMNA splicing GFP/RFP minigene ratio, 48 h; active = well fitted inhibition curve with a large enough effect in the signal ratio, with a control signal flat, not every such curve was filed as active; inconclusive = small, poorly fitted or top-dose-only effect, or effect the other way, or a change in a side signal; the % refers to the signal ratio; note: potency is the fitted concentration of half-maximal effect; % is set by controls: 0 for no effect and ±100 for the full control effect
#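 S3 HeLa stable clones carrying a lamin A-EGFP splicing minigene plus DsRed2 were seeded at 600 cells/well in Opti-MEM with 2% FBS, pin-dosed and incubated 48 h at 37°C. Acumen cytometry (488 nm) gave the GFP/RFP total-intensity ratio.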
# KinaseGlo FLuc – Counterscreen for Luciferase (Kinase-Glo TM) Inhibition; actives 0.28% (n = 200,000); Potency, µM (highest dose often 38.3 µM), for the others: at the highest dose activity change, negative = inhibition, actives largely listed as inhibitors; Kinase-Glo luciferase, ATP luminescence, 8 min; note: potency is the fitted concentration of half-maximal effect; % is set by controls: 0 for no effect and ±100 for the full control effect; nearly all actives have a fitted effect of over 60% in size
#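 Compounds were added to a substrate mix at pH 7.2 (50 mM imidazole, 10 uM ATP, within the enzyme's linear range), followed by Kinase-Glo detection reagent; luminescence was measured after 8 minutes at ambient temperature.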
# Epigenetic reg – Quantitative High-Throughput Screen for Regulators of Epigenetic Control; murine LDR cells, GFP reporter derepression, 30 h; actives 0.2% (n = 280,000); AID 1865, 2009; Potency, µM (series often up to 53.9 µM), for the others: top-dose GFP activation, hits mostly activators; note: potency is the fitted concentration of half-maximal effect; % of control where 0% means no effect; nearly all actives have a fitted effect of over 60% in size
#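 GFP-positive cell count by laser-scanning cytometry (objects 20–120 um) after 30 h, 37 C compound exposure of murine LDR cells; reporter is CMV-GFP integrated at a silenced locus, inducible by HDAC or DNMT inhibitors.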
# NPSR antag – qHTS Assay for Antagonists of the Neuropeptide S Receptor: cAMP Signal Transduction; Q6W5P4; CHO-NPSR cells, cAMP TR-FRET, antagonist mode; Potency, µM (top dose mostly 38.3 µM), inactives show top-dose activity change, negative = inhibition, usual class: inhibitors; actives 1% (n = 220,000); note: potency is the fitted concentration of half-maximal effect; % is set by controls: 0 for no effect and ±100 for the full control effect; nearly all actives have a fitted effect of over 50% in size; many of its hits are not listed in these tables
# Target sequence (Q6W5P4 whole entry, looked up): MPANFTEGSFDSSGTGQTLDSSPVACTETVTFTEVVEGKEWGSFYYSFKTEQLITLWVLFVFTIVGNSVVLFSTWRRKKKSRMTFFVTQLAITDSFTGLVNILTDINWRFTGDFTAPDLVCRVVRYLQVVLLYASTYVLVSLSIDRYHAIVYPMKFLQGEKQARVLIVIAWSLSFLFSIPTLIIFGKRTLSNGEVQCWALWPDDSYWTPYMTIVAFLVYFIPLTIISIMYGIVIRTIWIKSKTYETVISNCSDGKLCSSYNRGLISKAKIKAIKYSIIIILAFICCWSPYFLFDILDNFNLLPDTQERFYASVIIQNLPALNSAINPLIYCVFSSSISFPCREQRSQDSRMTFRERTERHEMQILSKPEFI
# IMPase Li inh – qHTS Assay for Identifying the Cell-Membrane Permeable IMPase Inhibitors: Potentiation with Lithium; CHO-M1 cells, IP1 TR-FRET (IP-One), carbachol + lithium; Potency, µM (top dose mostly 59.4 µM), for inactives: at the top dose activity, negative = IMPase inhibition, actives largely listed as inhibitors; actives 0.35% (n = 210,000); AID 1457, 2008;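 note: IP1 builds up when IMPase is blocked and the TR-FRET signal falls; potency is the fitted concentration of half-maximal effect; plate controls were basal vehicle for no effect and high inhibitor control for full effect; nearly all actives have a fitted effect of over 50% in size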
#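 CHO cells stably expressing M1 receptor (2000/well, cultured 16–30 h) treated 30 min at 37C with compound plus low lithium. Cytosolic IP1 by TR-FRET (665/620 ratio and 620 channel) after 10 min lysis; AC50 by Hill fit.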
# HttQ103 aggreg – qHTS Multiplex Assay to Identify Dual Action Probes in a Cell Model of Huntington: Aggregate Formation (GFP) | PC12 HttQ103-GFP aggregates, Acumen cytometry, 40 h | Potency, µM (highest dose often 46.1 µM), inactives show top-dose activity change, negative = inhibition, actives largely listed as inhibitors | actives 1.1% (n = 220,000); note: potency is the fitted concentration of half-maximal effect; % is set by controls: 0 for no effect and ±100 for the full control effect; nearly all actives have a fitted effect of over 60% in size
#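 PC12/HTTQ103-GFP, ecdysone-inducible; teb 100 nM; cpd qHTS titration; GFP aggregates read on laser cytometer, Ex 488/Em 500-530 nm.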
# CBFb RUNX1 block – qHTS Assay for Compounds Blocking the Interaction Between CBF-beta and RUNX1 for the Treatment of Acute Myeloid Leukemia | Runt-related transcription factor 1 (Homo sapiens) + Core-binding factor subunit beta … | AlphaScreen CBFb-His/RUNX1-biotin binding, biochemical | Potency, µM (highest dose often 59.8 µM), for inactives: at the top dose activity, negative = inhibition, usual class: inhibitors | 230,000 tested, under 10 active | AID 1477, 2009; note: % of control where 0% means no effect
# Target sequence (Q01196 whole entry, looked up): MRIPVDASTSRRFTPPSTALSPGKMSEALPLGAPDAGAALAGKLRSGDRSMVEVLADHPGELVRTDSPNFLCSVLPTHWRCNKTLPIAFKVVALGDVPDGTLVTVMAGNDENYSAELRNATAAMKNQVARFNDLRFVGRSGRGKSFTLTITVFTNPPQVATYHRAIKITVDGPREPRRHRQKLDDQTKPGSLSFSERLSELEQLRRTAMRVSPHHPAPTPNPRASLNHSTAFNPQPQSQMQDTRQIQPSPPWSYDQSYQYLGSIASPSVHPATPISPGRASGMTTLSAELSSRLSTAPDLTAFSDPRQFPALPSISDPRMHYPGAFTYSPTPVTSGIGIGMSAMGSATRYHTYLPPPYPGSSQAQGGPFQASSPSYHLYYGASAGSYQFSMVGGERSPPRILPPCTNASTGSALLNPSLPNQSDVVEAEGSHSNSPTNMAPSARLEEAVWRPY
# Target sequence (Q13951 whole entry, looked up): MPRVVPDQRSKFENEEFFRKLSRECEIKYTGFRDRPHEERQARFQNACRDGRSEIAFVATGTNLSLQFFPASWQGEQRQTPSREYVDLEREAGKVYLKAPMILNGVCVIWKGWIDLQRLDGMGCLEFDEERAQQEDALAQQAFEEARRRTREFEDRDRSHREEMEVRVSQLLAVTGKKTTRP
#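 Proteins preincubated together for 20 min at RT before compound addition; 15 min later, nickel and streptavidin beads were added and left 90 min prior to AlphaScreen measurement.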
# Starred values were filed as active, the others as inactive; ? = inconclusive; · = not tested or not shown; & = joins results of further samples; [ ] = another dose, or the depositor's remark. Unless noted, calls come from the whole dose curve; as a rule, active = well fitted curve in the direction sought with a large enough effect; inconclusive = small, poorly fitted or top-dose-only effect, or another doubt; inactive = no such curve, though single readings can be large; an effect the other way counts as inactive or inconclusive. These rows are one share of the data, so the mix of outcomes need not match the whole.
# The line under a structure holds: Lamin A splicing	KinaseGlo FLuc	Epigenetic reg	NPSR antag	IMPase Li inh	HttQ103 aggreg	CBFb RUNX1 block
> CCN(CC)c1ccc(NS(=O)(=O)c2ccc(OC)cc2)cc1
→ 2%[46 µM]	-2%	-1.9%[10.1 µM]	-10%	25%	11%[9.22 µM]	-25%
> CN(C)C(=O)c1cnc(Sc2ncc(C(F)(F)F)cc2Cl)n1C
→ 8%	1%	-0.3%	-39%[46.1 µM]	23%[38.3 µM]	4%[1.84 µM]	4%
> COc1cc(CN(C)C(C)C(=O)Nc2ccc([N+](=O)[O-])cc2Cl)ccc1OC(F)F (configuration not stated)
→ -12%	·	-0.9%	-22%[46.1 µM]	·	23%	0%
> CCN(CC)C(=O)CSC1=Nc2ccccc2C2=NC(Cc3c[nH]c4ccccc34)C(=O)N12 (configuration not stated)
→ 4%	-3%	0.0%	-17%[46.1 µM]	23%[38.3 µM]	15%	0%
> Cc1cc(NC(=O)Cn2nnc(-c3ccccc3N)n2)no1
→ -9%	1%	1.5%	25%	-6%	1%	-7%
> O=C(c1ccco1)N1CCN=C1SCc1cccnc1
→ ?	-11%	0.0%	4%[46.1 µM]	-11%[38.3 µM]	18%	3%
> COCCN1Cc2cccc(C(=O)NCc3ccccn3)c2C1=O
→ -6%	0%	0.0%	5%[46.1 µM]	16%[38.3 µM]	11%	5%
> O=[N+]([O-])c1ccc2oc(C3CCCCC3)nc2c1
→ -10%[46 µM]	1%	-0.6%	-3%	5%	-2%[9.22 µM]	4%
> CCn1c(CCCNC(=O)c2cccs2)nc2ccccc21
→ -13%	0%	0.0%	-4%[46.1 µM]	-2%[38.3 µM]	-5%	-5%
> O=C1CC(NCCN2CCOCC2)C(=O)N1Cc1ccc(N2CCCC2=O)cc1 (configuration not stated)
→ 8%[0.0737 µM]	2%	-0.9%	7%[46.1 µM]	-11%[38.3 µM]	-9%	2%
> Cc1nn(C)cc1/C=N/NC(=O)c1ccco1
→ ·	·	0.1%	-15%	·	-1%[9.22 µM]	0%
> COc1ccc(NC(=O)c2ccc(COc3ccccc3OC)o2)cc1OC
→ 5%	0%	0.8%&-2.3%	-4%[46.1 µM]	14%[38.3 µM]	-11%	-2%
> CCn1c(O)c(C2=NCCCC2)c2ccccc21
→ 8%	0%	0.2%	-2%[46.1 µM]	9%[38.3 µM]	12%[9.22 µM]	-17%
> COCCNC(=O)CSc1nnc(CCCN2C(=O)c3cccc4cccc(c34)C2=O)n1-c1ccccc1
→ 5%	0%	2.1%	-15%[46.1 µM]	9%	?	1%
> Cn1c(=O)c2c(ncn2CC(=O)N/N=C/C=C/c2ccccc2)n(C)c1=O
→ -18%	·	0.0%	2%[46.1 µM]	·	-23%	-8%
> O=[N+]([O-])c1cc(/C=N\Nc2nc(-c3ccccc3)cs2)ccc1O
→ ·	-5%	-5.2%	-49%	-4%	-21%	?
> COC(CNC(=O)c1ccc2nc(-c3ccccc3)c(-c3ccccc3)nc2c1)OC
→ ·	2%	-4.3%	-27%	-4%	-10%	2%
> CCOC(=O)c1c(CN2CCN(Cc3ccccc3)CC2)n(C)c2cc(Br)c(OC)cc12
→ 4%	-6%	1.0%	-17%[46.1 µM]	13%[38.3 µM]	3%	1%
> COc1ccc(CNC(=O)C2=CCN(S(=O)(=O)c3ccc(C)cc3)CC2)cc1
→ ·	·	0.1%	1%	·	0%[9.22 µM]	4%
> Cc1cccc2cc(C#N)c(NCCCn3ccnc3)nc12
→ ?	-1%	-2.7%	-9%[46.1 µM]	0%[38.3 µM]	-17%	-6%
> Cc1ccc(CNC(=O)C(NS(=O)(=O)c2ccc3nc(C)sc3c2)C(C)C)cc1 (configuration not stated)
→ 17%	-4%	0.7%	9%[46.1 µM]	-13%[38.3 µM]	2%	6%
> Cc1nn(-c2cc(N3CCOCC3)ccc2N)c(=O)c2ccccc12
→ -1%	-2%	0.0%	-12%[46.1 µM]	24%[38.3 µM]	-20%	6%
> CO/N=C(/CS(=O)(=O)c1ccc(Br)cc1)c1ccc(OC)cc1
→ 4%	-2%	-2.7%	-11%[46.1 µM]	10%[38.3 µM]	-5%	4%
> CCN1CCN(c2cc(=O)n(C3CCCCC3)c(=O)[nH]2)CC1
→ -8%	-3%	0.0%	-16%[46.1 µM]	23%[38.3 µM]	-5%	6%
> Cc1ccsc1/C=N/NC(=O)c1c[nH]c2ccccc12
→ 11%	-3%	-1.1%	-23%[46.1 µM]	4%[38.3 µM]	6%	0%
> CCOC(=O)c1ccc(NC(=S)N2CCSC2c2ccc(OC)cc2)cc1 (configuration not stated)
→ ?	0%	0.0%	-9%	6%	16%	-4%
> Cc1cc(C)nc(SCc2ccc(F)cc2)n1
→ 13%[46 µM]	-3%	0.0%	-22%	5%	?	3%
> COc1cccc(C(=O)NC(=S)Nc2ccccc2N2CCCC2)c1
→ 2%[46 µM]	-1%	0.0%	45%	18%	-2%[9.22 µM]	?
> CC(C)c1c(O)c2c(n(-c3ccccc3)c1=O)CCCC2
→ -1%	0%	-1.9%	8%	-1%	2%	5%
> Cc1ccc(O)c(NC(=S)NC(=O)/C=C/c2ccco2)c1
→ ·	0%	1.1%	-9%	3%	·	?
> CCOC(=O)c1c(C)[nH]c(C(=O)COC(=O)C(C)N2C(=O)C3CCCCC3C2=O)c1C (configuration not stated)
→ 10%	-1%	-1.2%	-8%[46.1 µM]	14%[38.3 µM]	17%	4%
> CCOc1ccsc1C(=O)O
→ ·	·	-2.9%	-8%	·	12%[9.22 µM]	0%
> Cc1ccc(-c2nnn(CC(=O)N(c3ccccc3)C(C(=O)NCC3CCCO3)c3ccc(Cl)cc3)n2)cc1 (configuration not stated)
→ 3%	-3%	-1.3%	-9%[46.1 µM]	6%[38.3 µM]	25%	-1%
> Cc1cc(N)c2cc(NC(=O)Nc3ccc4nc(C)cc(N)c4c3)ccc2n1
→ ·	-7%[7.66 µM]	·	·	3%	-41%	·
> Cc1cccc(NC(=O)CCC(=O)OCC(=O)c2ccc(Oc3ccc([N+](=O)[O-])cc3)cc2)c1
→ -12%	-1%	0.0%	-4%	0%	1%	-5%
> CCCNc1c(N)c(=O)c1=O
→ ·	·	0.1%	8%	·	-5%[9.22 µM]	2%
> CN(C)S(=O)(=O)N(CC(=O)Nc1ccccc1F)c1ccccc1
→ -4%	-2%	-1.2%	-5%[46.1 µM]	5%	-12%	9%
> CCOC(=O)N1CCC(Nc2c(Nc3ccc(C)c(C)c3)c(=O)c2=O)CC1
→ 2%	-2%	-2.9%	-10%[46.1 µM]	-12%[38.3 µM]	-2%	-3%
> Cc1ccccc1S(=O)(=O)/N=C(/Nc1c(C)n(C)n(-c2ccccc2)c1=O)c1ccccc1
→ 9%[9.22 µM]	2%	0.8%	-1%	-3%	14%	23%
> c1csc(C2=Nn3c(nnc3-c3ccncc3)SC2)c1
→ ?	0%	0.9%	-12%[46.1 µM]	2%[38.3 µM]	·	-1%
> CCCC1=C(C(=O)OCC)C(c2ccccc2OCC)NC(=O)N1C (configuration not stated)
→ -5%	-4%	4.0%	-25%[46.1 µM]	21%[38.3 µM]	6%	6%
> CCOc1ccc(NC(=O)Cn2cncc2-c2ccc([N+](=O)[O-])cc2)cc1
→ ?	3%	2.3%	-3%[46.1 µM]	0%	12%	-7%
> C#CCn1c(=O)cc(C)c2ccccc21
→ -13%[46 µM]	-2%	1.0%	16%	-13%	9%[9.22 µM]	-4%
> Cc1ccc(CNC(=O)C2=NNC(=O)CC2)cc1
→ -1%	-2%	-0.7%	2%	-4%	17%	9%
> C/C(=N\NC(=O)CSc1nc2ccccc2o1)c1cccc(O)c1
→ ·	·	-1.8%	4%	·	-32%[9.22 µM]	8%
> Fc1ccc(C2CC(c3ccco3)=Nc3ccccc3S2)cc1 (configuration not stated)
→ 4%[46 µM]	4%	4.2%	-49%	12%	7%	-15%
> COC(=O)C1=C(NC(=O)COc2ccc(Cl)cc2Cl)CCS1
→ 2%	-5%	1.1%	-15%[46.1 µM]	-11%	-9%	2%
> Cc1ccccc1OCCn1cc(/C(N)=N/O)c2ccccc21
→ ?	18%	0.0%	-9%[46.1 µM]	47%[activator][38.3 µM]	?	-10%
> CN(C)S(=O)(=O)c1cccc(NC(=O)COC(=O)c2cc(-c3cccc(Br)c3)nc3ccccc23)c1
→ ?	2%	6.4%	-20%	-4%	8%	-5%
> Cc1cc(/C=C2/NC(=O)N(c3ccccc3)C2=O)c(C)n1C(C)C
→ ?	-1%	2.1%	-24%	2%	16%	-10%
> COC(=O)CSC1=C(C#N)C(c2ccccc2)CC(=O)N1 (configuration not stated)
→ -7%	2%	-0.8%	-11%[46.1 µM]	7%[38.3 µM]	3%	4%
> Nc1c(N=Nc2ccccc2F)c(=O)[nH]n1-c1ccccc1
→ 0%	-21%	3.8%	-27%[46.1 µM]	-11%[38.3 µM]	-2%	-21%
> CCOC(=O)Cn1nc(-c2ccccc2)nc1-c1ccccc1
→ -1%	-2%	4.9%	-16%[46.1 µM]	-1%[38.3 µM]	1%	6%
> CCCC(=O)n1nc(-c2cccnc2)nc1N
→ 12%	2%	6.1%	-3%[46.1 µM]	-16%[38.3 µM]	-6%	-4%
> Cc1ccc(/C=C/C(=O)O)cc1S(=O)(=O)N1CCC(Cc2ccccc2)CC1
→ ·	·	5.2%	-58%	·	33%[9.22 µM]	-4%
> CCc1nnc(NC(=O)CSc2nnc(-c3ccc(O)cc3)n2C)s1
→ ·	-8%	-1.0%	-9%	6%	9%[9.22 µM]	4%
> Cc1nc(NC(=O)c2ccc3c(c2)OCO3)ccc1Br
→ ·	-25%	4.3%	-4%	-18%	·	1%
> c1csc(-c2noc(COc3ccc4c(c3)CCCC4)n2)c1
→ ?	-2%	-1.1%	?	23%[38.3 µM]	?	?
> CC1=NC(C)Cc2ccccc21 (configuration not stated)
→ 2%	3%	0.0%	1%[46.1 µM]	11%[38.3 µM]	-6%	1%
> Cc1nn(CC(=O)Nc2nc3ccccc3s2)c(C)c1[N+](=O)[O-]
→ -5%	-2%	0.9%	-9%[46.1 µM]	-8%[38.3 µM]	-5%	0%
> C=CC1=C2C=C(C3CC3)N(CCCCO)C=C2C(=O)C(C)(OC(=O)c2ccco2)C1=O (configuration not stated)
→ -4%[9.22 µM]	-2%[7.66 µM]	·	·	3%	·	-2%[13.1 µM]
> CC(=Nc1ccc(Br)cc1)c1sc2ccccc2c1O
→ ·	·	2.9%	-11%	·	1%[9.22 µM]	1%

# Screening data (PubChem BioAssay)
